hIAP inh – blocks human intestinal alkaline phosphatase | purified IAP, CDP-Star luminescence, 30 min | inhibition, % at 10 µM | 330,000 compounds, 0.12% hits;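 active = inhibition reaching a set limit with compound at 10 µM in the primary screen, cut at about 35% in these data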;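 also: plate controls were DMSO wells with enzyme for no effect and no-enzyme buffer wells for full effect; values of inactives mirror those of a sister screen read the other way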
Target sequence (P09923 whole entry, looked up): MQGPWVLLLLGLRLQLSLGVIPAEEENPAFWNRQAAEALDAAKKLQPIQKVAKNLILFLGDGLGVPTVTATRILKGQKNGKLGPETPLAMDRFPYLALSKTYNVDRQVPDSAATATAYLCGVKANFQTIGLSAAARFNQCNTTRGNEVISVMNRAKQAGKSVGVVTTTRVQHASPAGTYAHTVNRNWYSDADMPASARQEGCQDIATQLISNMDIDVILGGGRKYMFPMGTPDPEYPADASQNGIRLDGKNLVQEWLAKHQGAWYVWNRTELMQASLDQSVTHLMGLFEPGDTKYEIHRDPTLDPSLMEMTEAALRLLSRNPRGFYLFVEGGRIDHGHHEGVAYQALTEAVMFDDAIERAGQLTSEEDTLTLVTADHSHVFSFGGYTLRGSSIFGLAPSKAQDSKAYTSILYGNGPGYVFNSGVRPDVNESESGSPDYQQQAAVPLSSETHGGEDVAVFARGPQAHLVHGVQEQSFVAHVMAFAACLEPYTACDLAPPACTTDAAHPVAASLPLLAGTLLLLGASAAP
mIAP block – mouse IAP inhibition. purified mouse IAP, CDP-Star luminescence, 30 min. inhibition, % at 10 µM. 330,000 compounds, 0.2% hits;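 active = inhibition of at least 40% at 10 µM in the primary screen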;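 also: plate controls were DMSO with enzyme for no effect and no enzyme wells for full effect; values of inactives mirror those of a sister screen read the other way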
mIAP act – increases mouse intestinal alkaline phosphatase activity. 330,000 compounds, 0.24% hits. muIAP, CDP-Star luminescence, 30 min; stronger effect = higher value; 1 = vehicle-only enzyme signal, 0 = enzyme-free wells. activation factor at 10 µM;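 active = activation factor of at least 2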; also: the source names both 10 and 20 µM as test concentration; values of inactives mirror those of a sister screen read the other way
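Assay system: mouse IAP enzyme / Compound: DMSO-dissolved test compounds / Timing: 30 min, room temperature / Measured by: luminescence from enzymatic CDP-Star hydrolysis / Control set: DMSO-only wells, enzyme-free buffer wells as negative control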
PfG6PD inh – PfG6PD (Plasmodium falciparum) enzyme inhibition | 350,000 compounds, 0.78% hits | PfGluPho enzyme, NADPH resazurin-diaphorase fluorescence | inhibition, % at 20 µM | AID 504690;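 active = inhibition reaching at least a set limit at 20 µM in the primary screen, cut at about 59% in these data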;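 also: 0% = DMSO wells with substrate and 100% = DMSO wells lacking glucose-6-phosphate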
hIAP activ – increases human intestinal alkaline phosphatase activity. P09923. activation factor at 10 µM. AID 2524. 330,000 compounds, 0.16% hits. purified human IAP, CDP-Star luminescence, 30 min; stronger effect = higher value; 1 = vehicle-only enzyme, 0 = enzyme-free background;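 active = activation factor of the enzyme at least 2-fold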; also: the source names both 10 and 20 µM as test concentration; values of inactives mirror those of a sister screen read the other way
ATG4B inhibitor – blocks human ATG4B protease cleavage of LC3 substrate; Q9Y4P1; ATG4B cleavage of LC3-PLA2, NBD-HPC fluorescence, 1 h; inhibition, % at 8.33 µM; 340,000 compounds, 0.51% hits; AID 504462; in the data active = inhibition above about 40%
A3A deaminase – inhibitors of human APOBEC3A DNA deaminase. P31941. recombinant A3A, FAM/TAMRA ssDNA deamination fluorescence. inhibition, % at 20 µM. 330,000 compounds, 0.41% hits;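 active = at least 40% inhibition at 20 µM here, with at most 30% in a related deaminase screen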;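 also: plate controls were A3A with DMSO for no effect and wells lacking A3A enzyme for full effect; some results filed as inactive read as strong as hits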
Target sequence (P31941 whole entry, looked up): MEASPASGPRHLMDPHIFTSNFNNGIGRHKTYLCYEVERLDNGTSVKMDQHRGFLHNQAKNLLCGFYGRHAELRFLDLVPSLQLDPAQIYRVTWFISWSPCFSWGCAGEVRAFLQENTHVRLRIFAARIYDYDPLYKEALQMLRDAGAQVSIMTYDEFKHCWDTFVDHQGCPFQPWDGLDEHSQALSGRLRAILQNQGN
HKDC1 inh – HKDC1 (human) hexokinase inhibition | Q2TB90 | recombinant HKDC1, G6PDH/diaphorase resazurin coupled fluorescence | inhibition, % at 20 µM | 340,000 compounds, 0.16% hits | AID 493160;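 active = inhibition above about 35% when tested at 20 µM, limit read from the data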;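 also: plate controls were DMSO wells with enzyme for no effect and DMSO wells lacking enzyme for full effect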
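Incubation: 90 min at room temperature in dark / Material: recombinant HKDC1 (HK5) hexokinase enzyme, produced in-house / Quantity: enzyme 5 µg/mL final / Compound: one dose of 20 µM, 1% DMSO / Reagent: glucose and ATP substrates / Buffer or medium: Tris pH 8.0 buffer with MgCl2, Tween-20, BSA, BME / Technique: resorufin fluorescence at 613 nm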
An asterisk follows results filed as active. Rows are unselected; any-hit rate near 2.4%.

Preview:
canonical_smiles	hIAP inh	mIAP block	mIAP act	PfG6PD inh	hIAP activ	ATG4B inhibitor	A3A deaminase	HKDC1 inh
CC1CN(S(=O)(=O)c2ccc(Cl)c(C(F)(F)F)c2)CC(C)O1 (configuration not stated)	12	-2	1	-11	0.89	3	3	10
COc1ccc2oc(C(=O)OCC(=O)NCCN3C(=O)CSC3=O)c(C)c2c1	-7	8	0.92	-4	1.1	-2	2	-3
C=CCNC(=O)COC(=O)C1CCN(S(=O)(=O)c2ccc3c(c2)OCCO3)CC1	-49	10	0.9	-11	1.5	-10	2	-5
CC(C)CC(=O)Nc1nnc(CSCc2ccc(F)cc2)s1	-3	3	0.97	-4	1	-5	-3	-2
COc1cc(C(=O)Nc2ccccc2C2COC(=O)C2=N)cc(OC)c1OC (configuration not stated)	5	0	0.99	1	0.95	-3	1	-3
COCCNC(=O)CN1C(=O)NC2(CCCCCC2)C1=O	0	-8	1.1	-2	1	1	4	-4
COc1ccc(C(=O)N2CCN(S(=O)(=O)c3ccc(Cl)cc3)CC2)cc1OC	11	2	0.98	-3	0.89	-14	0	-6
CCN(CC(=O)Nc1c(F)cccc1F)C(=O)C1CC1C (configuration not stated)	-5	0	1	14	1.1	7	0	-5
COC(=O)c1ccc(CSc2nnc(CNC(=O)c3ccc(OC)cc3)o2)o1	-10	-8	1.1	-13	1.1	-12	-5	-2

Main list, repeating the preview:
canonical_smiles	hIAP inh	mIAP block	mIAP act	PfG6PD inh	hIAP activ	ATG4B inhibitor	A3A deaminase	HKDC1 inh
CC1CN(S(=O)(=O)c2ccc(Cl)c(C(F)(F)F)c2)CC(C)O1 (configuration not stated)	12	-2	1	-11	0.89	3	3	10
COc1ccc2oc(C(=O)OCC(=O)NCCN3C(=O)CSC3=O)c(C)c2c1	-7	8	0.92	-4	1.1	-2	2	-3
C=CCNC(=O)COC(=O)C1CCN(S(=O)(=O)c2ccc3c(c2)OCCO3)CC1	-49	10	0.9	-11	1.5	-10	2	-5
CC(C)CC(=O)Nc1nnc(CSCc2ccc(F)cc2)s1	-3	3	0.97	-4	1	-5	-3	-2
COc1cc(C(=O)Nc2ccccc2C2COC(=O)C2=N)cc(OC)c1OC (configuration not stated)	5	0	0.99	1	0.95	-3	1	-3
COCCNC(=O)CN1C(=O)NC2(CCCCCC2)C1=O	0	-8	1.1	-2	1	1	4	-4
COc1ccc(C(=O)N2CCN(S(=O)(=O)c3ccc(Cl)cc3)CC2)cc1OC	11	2	0.98	-3	0.89	-14	0	-6
CCN(CC(=O)Nc1c(F)cccc1F)C(=O)C1CC1C (configuration not stated)	-5	0	1	14	1.1	7	0	-5
COC(=O)c1ccc(CSc2nnc(CNC(=O)c3ccc(OC)cc3)o2)o1	-10	-8	1.1	-13	1.1	-12	-5	-2
NS(=O)(=O)c1ccc(NC(=S)NC2CCCCC2)cc1	6	-5	1.1	43	0.94	-2	-3	-12
COc1ccc(CCNC(=O)CCCn2c(SCC#N)nc3ccccc3c2=O)cc1OC	-2	-1	1	-12	1	-6	-4	-9
Cc1ccc(OC(=O)c2ccc(Cl)c([N+](=O)[O-])c2)cn1	-3	8	0.93	-1	1	13	-6	-2
COCCCN1C(=O)c2ccc(C(=O)NCCc3ccccc3)cc2C1=O	-14	-5	1	-1	1.1	1	-2	0
Cc1cc(C)c(NC(=O)NC2CCCCC2)c(C)c1	-1	7	0.93	-13	1	5	-4	-7
Nc1nc(NCCOCCO)nc(NCc2ccccc2)c1[N+](=O)[O-]	-4	-9	1.1	2	1	0	-1	-5
Cc1cc2cc(CNC(=O)C3CC3)ccc2n1C	15	10	0.9	-4	0.85	-4	-2	-6
CCCn1nnnc1SCC(=O)Nc1nnc(CC)s1	11	2	0.98	13	0.89	-15	2	-1
O=C(NCCCc1ccccc1)C1CCC(=O)N(Cc2ccc(Cl)cc2)C1 (configuration not stated)	-10	-4	1	-7	1.1	5	5	7
O=C(CCCn1c(=S)[nH]c2ccc(Br)cc2c1=O)NCc1ccccn1	-4	4	0.96	15	1	5	-5	13
COc1cccc(NC(=O)CN2CCN(c3nc(-c4cccc(OC)c4)cs3)CC2)c1	-10	33	0.67	22	1.1	5	3	-4
CC(Sc1nc(N2CCOCC2)c2c(c1C#N)CC(C)(C)OC2)C(=O)Nc1ccccc1 (configuration not stated)	6	-2	1	60*	0.94	-28	0	-4
COCCCNC(=O)Cn1cc(/C=C(\C#N)C(=O)NC2CC2)c2ccccc21	-11	3	0.97	5	1.1	1	1	-5
COc1ccc(CC(=O)NNC(=O)CCc2ccccc2)cc1OC	-27	1	0.99	-2	1.3	2	6	-10
COc1ccc(-c2cc(C(=O)Nc3ccc(C)c(N)c3)c3ccccc3n2)cc1	-6	29	0.71	15	1.1	-9	-5	0
CC1CN(C(=O)Nc2ccc(Br)cc2Cl)CC(C)O1 (configuration not stated)	10	5	0.95	-7	0.9	-8	-1	-2
CC(=O)[C@@H]1[C@@H](C(=O)c2ccc(F)cc2)[C@]2(C(=O)Nc3ccccc32)[C@H]2C=Cc3cc(F)ccc3N12	12	4	0.96	9	0.88	-4	-4	2
COC(=O)c1sccc1NC(=O)Nc1ccc(C)cc1C	0	-3	1	20	1	-6	1	-1
COc1ccc(CCNS(=O)(=O)c2ccc3c(c2)oc(=O)n3C)cc1OC	12	-2	1	-10	0.88	-13	-5	-7
COc1ccc(/C=N/NC(=O)c2ccc(NC(=O)c3cccc([N+](=O)[O-])c3)cc2)c(C(=O)O)c1OC	-2	-8	1.1	-12	1	-2	-5	2
O=C(CCc1ccccc1)NNC(=O)Cc1ccccc1	-18	9	0.91	-2	1.2	-8	2	-8
COc1ccc(NC(=O)c2cc(C)on2)cc1OC	7	10	0.9	2	0.93	-11	1	-11
Cc1cc(C)c(S(=O)(=O)N2CCN(S(=O)(=O)N3CCOCC3)CC2)c(C)c1	-4	3	0.97	2	1	-3	-1	2
Cc1ccc(C(=O)Nc2ccc(N3CCCCC3)cc2)cc1	10	-2	1	11	0.9	-5	-3	-3
C(=N\c1nccs1)/Nc1nccs1	-21	6	0.94	-12	1.2	-13	0	-5
COc1ccc(C=O)cc1Cn1ccnc1C	5	-5	1.1	14	0.95	-1	2	1
c1cc(-c2sc(-c3ccncc3)c(-c3ccncc3)c2-c2ccncc2)ccn1	0	1	0.99	20	1	-9	-5	2
CC1CN(C(=O)CCC(=O)NCc2ccccc2)c2cc(Cl)ccc2O1 (configuration not stated)	13	-8	1.1	3	0.87	1	-3	-5
COc1ccc(CCNC(=O)CCN2C(=O)[C@@H]3Cc4ccccc4CN3C2=O)cc1	24	-2	1	-2	0.77	2	1	4
O=C(NCCN1CCOCC1)c1ccc(Cl)c(S(=O)(=O)NCc2ccccc2)c1	8	0	1	-16	0.92	-1	-2	0
COc1ccc(C(=O)NCC2(N3CCCCC3)CCCCC2)cc1S(=O)(=O)N(C)C	12	11	0.89	-24	0.88	4	-2	-6

The list goes on:
Letters: A = hIAP inh; B = mIAP block; C = mIAP act; D = PfG6PD inh; E = hIAP activ; F = ATG4B inhibitor; G = A3A deaminase; H = HKDC1 inh
Cc1cccc(NC(=S)N2CCn3cccc3C2c2cccnc2)c1 (configuration not stated)
  A: -4; B: 1; C: 0.99; D: 13; E: 1; F: -13; G: 1; H: -10

COc1cccc(CNC(=O)CCc2nnc3ccc(NCCCN4CCCC4=O)nn23)c1
  A: -18; B: -1; C: 1; D: -10; E: 1.2; F: 10; G: -4; H: -2

Cc1oc(CN2CCOCC2)cc1C(=O)O
  A: 13; B: -3; C: 1; D: -10; E: 0.87; F: -11; G: -4; H: -6

CCOc1cc(/C=C2\SC(=N)N(c3nccs3)C2=O)ccc1OCCN1CCOCC1
  A: -29; B: 28; C: 0.72; D: -5; E: 1.3; F: -3; G: 0; H: 6

CC1(C)C2CCC1(C)C1(C2)NC(=O)c2ccccc2O1 (configuration not stated)
  A: -6; B: -13; C: 1.1; D: -37; E: 1.1; F: 45*; G: -1; H: 17

COc1ccc(N2C(=O)CSCC2=O)cc1OC
  A: 10; B: 1; C: 0.99; D: -8; E: 0.9; F: -1; G: 0; H: -2

Cc1onc(-c2ccccc2)c1CNS(=O)(=O)c1ccc(F)cc1F
  A: 11; B: 8; C: 0.93; D: 14; E: 0.89; F: -11; G: 1; H: 4

CCOC(=O)CC(=O)CSc1nc2c(sc(=S)n2-c2ccc(OCC)cc2)c(=O)[nH]1
  A: 15; B: 8; C: 0.92; D: -14; E: 0.85; F: -3; G: -2; H: 15

COc1ccc(/C=C/C(=O)O)cc1S(=O)(=O)N1CCc2ccccc2C1
  A: 8; B: -1; C: 1; D: 19; E: 0.92; F: -10; G: 11; H: -10

COc1cc(Cl)c(NC2=CC(=O)C(=O)c3ccccc32)c(OC)c1
  A: 10; B: 14; C: 0.86; D: 13; E: 0.9; F: 4; G: -2; H: 25

Cc1cccc2nc(Cn3c(=O)n(CCCC(=O)NCc4ccco4)c(=O)c4ccccc43)cc(=O)n12
  A: 20; B: -1; C: 1; D: 2; E: 0.8; F: 0; G: -3; H: -15

COc1ccc(NC2CCCN(C(=O)Cn3ccc(C)n3)C2)cc1OC (configuration not stated)
  A: -9; B: -7; C: 1.1; D: 31; E: 1.1; F: -10; G: -5; H: 10

COc1cccc(NC(=O)Nc2nccc(C)n2)c1
  A: 16; B: 8; C: 0.92; D: 6; E: 0.84; F: 3; G: -1; H: -6

CCNc1nc(Cl)nc(N(NC(C)=O)C(C)C)n1
  A: 0; B: -3; C: 1; D: 16; E: 1; F: 1; G: -1; H: -6

CC1=CC(C)(C)N2C(=O)C3(C(C#N)=C(N)OC4=C3C(=O)CC(C)(C)C4)c3cc(C)cc1c32 (configuration not stated)
  A: -8; B: 3; C: 0.97; D: -5; E: 1.1; F: 6; G: 2; H: -2

CC(C)NC(=O)N(C)C[C@H]1Oc2ccc(NC(=O)C3CC3)cc2C(=O)N([C@H](C)CO)C[C@@H]1C
  A: 10; B: -11; C: 1.1; D: -11; E: 0.9; F: 4; G: 6; H: 3

Cc1cc(S(=O)(=O)N2CCCC2)ccc1OCC(=O)NCc1ccco1
  A: -18; B: -1; C: 1; D: -2; E: 1.2; F: -9; G: 3; H: -1

COc1ccccc1NC(=O)c1cc2c(s1)-c1ccccc1S(=O)(=O)C2
  A: -3; B: 5; C: 0.95; D: 0; E: 1; F: 2; G: -3; H: 0

N#Cc1cc(N)ccc1Sc1ccc(Cl)cc1
  A: -3; B: -4; C: 1; D: 34; E: 1; F: -9; G: 0; H: 0

COc1cc(/C=N/NC(=O)C2CCN(CC(O)COCc3ccccc3)CC2)ccc1O (configuration not stated)
  A: 8; B: -6; C: 1.1; D: -4; E: 0.92; F: -7; G: 6; H: -5

COC(=O)c1cc(S(=O)(=O)N(C)C2CCCCC2)cn1C
  A: 0; B: -1; C: 1; D: 2; E: 1; F: -6; G: -5; H: -4

O=C(CN1C(=O)NC2NC(=O)NC21)N/N=C/c1ccc(F)cc1 (configuration not stated)
  A: -3; B: 13; C: 0.87; D: 1; E: 1; F: 2; G: -4; H: -11

Assay outcomes (PubChem)
